# High-throughput results deposited in PubChem BioAssay by Sanford-Burnham Center for Chemical Genomics.
# 697 NFkB inh: inhibitors of the PMA/ionomycin-induced NF-kB reporter in 697 B cells; AID 435022; 697 B-cell NF-kB luciferase reporter, 16 h; inhibition, % at 4 µM; hit rate 0.33% among 330,000; in the data active = inhibition above about 35%
# CCR6 antag: antagonists of human CCR6 receptor | hit rate 0.49% among 340,000 | CHO-K1 CCR6 PathHunter beta-arrestin, luminescence, CCL20-stimulated | inhibition, % at 20 µM;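 active = compounds whose inhibition of the agonist-driven luminescence signal at 20 µM reaches about 50%, limit read from the data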;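 also: cells stimulated with CCL20 at 14 nM final; plate controls were DMSO with CCL20 for no effect and DMSO without agonist for full effect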
# Target sequence (P51684 whole entry, looked up): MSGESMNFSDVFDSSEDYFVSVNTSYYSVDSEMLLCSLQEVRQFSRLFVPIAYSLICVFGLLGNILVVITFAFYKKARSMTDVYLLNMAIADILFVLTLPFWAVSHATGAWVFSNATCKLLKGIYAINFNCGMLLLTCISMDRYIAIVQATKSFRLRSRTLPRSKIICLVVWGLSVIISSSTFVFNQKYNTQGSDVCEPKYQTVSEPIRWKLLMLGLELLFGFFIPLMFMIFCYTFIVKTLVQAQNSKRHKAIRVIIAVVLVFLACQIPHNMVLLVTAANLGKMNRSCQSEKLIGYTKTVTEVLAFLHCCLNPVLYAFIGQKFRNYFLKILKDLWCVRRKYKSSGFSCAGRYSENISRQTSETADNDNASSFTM
# UPR CHOP act: activators of apoptotic arm of unfolded protein response (CHOP); CHO-CHOP luciferase reporter, UPR activation, luminescence; percent of tunicamycin response over DMSO baseline; activation, % at 10 µM; hit rate 0.34% among 330,000;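 active = at 10 µM dose, activation of 40% or more, normalized to positive control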;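 also: 100% = tunicamycin at 10 µg/mL and 0% = DMSO alone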
#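 assay system = CHO CHOP reporter cells | amount = 500 CHO-CHOP cells per well | buffer or medium = F12 with 10% FBS | incubation = 16-18 h cell attachment, then 6 h compound exposure, 37 °C | detection = luminescence read with Steady-Glo | read-out = percent activation relative to tunicamycin control | controls = tunicamycin high control, DMSO low control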
# XBP1 UPR activ: activators of adaptive arm of unfolded protein response (XBP1); CHO-XBP1 luciferase reporter, IRE1-XBP1 UPR activation, luminescence; percent of tunicamycin response, DMSO as zero; activation, % at 20 µM; hit rate 0.33% among 330,000; AID 463104;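 active = versus positive control, 20 µM dose yields 30% or more activation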;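 also: 100% = tunicamycin at 10 µg/mL and 0% = DMSO only wells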
#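 assay system = CHO-XBP1 luciferase reporter cells | amount = 1000 cells/well | buffer or medium = F12 plus 10% FBS | compound dosing = single point, 20 µM final compound, 1% DMSO | incubation = 16-18 h cell attachment at 37 °C, then 6 h compound exposure | detection = Steady-Glo luminescence read | controls = tunicamycin 10 µg/mL and vehicle-only wells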
# Mdm2-MdmX inh: inhibitors of human Mdm2/MdmX interaction | hit rate 3% among 330,000 | O15151+Q00987 | AID 485346 | SaOS-2 split-luciferase Mdm2/MdmX complementation, luminescence | inhibition, % at 8 µM;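 active = inhibition of at least 50% at 8 µM in the primary screen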
# EBI2 antag: blocks human EBI2 receptor beta-arrestin signaling | P32249 | EBI2 beta-arrestin recruitment, luminescence, 7a,25-OHC stimulated | inhibition, % at 5 µM | hit rate 0.81% among 360,000 | AID 651636; in the data active = inhibition above about 38%;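 also: enzyme fragment complementation signal reports receptor beta-arrestin coupling in cells; 0% = agonist plus DMSO wells and 100% = wells without agonist; some results beyond the cut were filed as inactive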
# Target sequence (P32249 whole entry, looked up, the tested form may be a part): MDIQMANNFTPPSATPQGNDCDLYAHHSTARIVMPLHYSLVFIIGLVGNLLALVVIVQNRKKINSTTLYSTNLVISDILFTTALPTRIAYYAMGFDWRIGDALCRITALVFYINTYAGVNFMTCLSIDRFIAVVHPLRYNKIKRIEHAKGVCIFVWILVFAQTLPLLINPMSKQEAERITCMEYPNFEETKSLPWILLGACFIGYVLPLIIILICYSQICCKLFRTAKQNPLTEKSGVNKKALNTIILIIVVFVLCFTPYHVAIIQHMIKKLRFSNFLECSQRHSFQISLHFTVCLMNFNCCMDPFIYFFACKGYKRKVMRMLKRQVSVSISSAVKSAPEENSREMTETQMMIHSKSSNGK
# Jurkat NFkB inh: lowers PMA/ionomycin-induced NF-kB signal in Jurkat cells. PMA/ionomycin-induced NF-kB luciferase reporter, luminescence. inhibition, % at 4 µM. hit rate 0.53% among 330,000; in the data active = inhibition above about 50%
# CXCR6 inh: inhibitors of human CXCR6 receptor; AID 602244; CHO-K1 PathHunter CXCR6 beta-arrestin, luminescence; inhibition, % at 20 µM; hit rate 0.36% among 360,000; in the data active = inhibition above about 34%, passing the limit was not always enough;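 also: antagonist mode with CXCL16 agonist at 10 nM final; 0% = 10 nM CXCL16 with DMSO and 100% = unstimulated wells without agonist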
# Target sequence (O00574 whole entry, looked up): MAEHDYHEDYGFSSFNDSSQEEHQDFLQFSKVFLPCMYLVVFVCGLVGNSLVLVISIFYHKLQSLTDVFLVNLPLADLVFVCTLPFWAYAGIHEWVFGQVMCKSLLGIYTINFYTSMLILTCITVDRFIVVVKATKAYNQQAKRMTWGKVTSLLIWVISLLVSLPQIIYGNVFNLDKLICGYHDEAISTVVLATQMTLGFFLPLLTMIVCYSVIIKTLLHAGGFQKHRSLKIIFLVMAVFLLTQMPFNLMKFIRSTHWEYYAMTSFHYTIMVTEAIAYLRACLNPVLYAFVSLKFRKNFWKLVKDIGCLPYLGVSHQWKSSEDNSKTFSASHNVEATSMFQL
# Gli-Sufu block: blocks Gli-Sufu signaling in a luciferase reporter. Sufu-KO-LIGHT fibroblasts, Gli luciferase reporter luminescence. inhibition, % at 5 µM. hit rate 0.74% among 340,000. AID 588413;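 active = inhibition above about 55%, limit read from the data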;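 also: 0% = DMSO-treated cells and 100% = wells with medium but no cells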
# Numbers without * were called inactive; . = no result given.
# Values run as follows: 697 NFkB inh	CCR6 antag	UPR CHOP act	XBP1 UPR activ	Mdm2-MdmX inh	EBI2 antag	Jurkat NFkB inh	CXCR6 inh	Gli-Sufu block
> Cc1ccc2c(CC(=O)NCC3(N4CCOCC4)CCCCC3)coc2c1C
→ 0	-1	0.9	-3	7	17	-10	-6	0
> O=C(CS(=O)(=O)c1ccccc1)N(CCCN1CCOCC1)c1nc2c(F)cccc2s1
→ 5	3	0.3	-1	5	-9	-31	-8	3
> O=S(=O)(N1CCOCC1)N1CCN(c2ccccc2F)CC1
→ -9	3	-1.7	-3	-18	-4	-4	2	4
> Cc1cc(-c2nnc(SCC(=O)Nc3ccccc3C(F)(F)F)n2N)n[nH]1
→ -1	-1	-0.8	-4	-10	-12	9	1	-13
> COc1ccc(CNC(=O)CN(C(=O)c2csnn2)c2ccc(F)cc2)cc1
→ 16	13	2.5	2	-20	13	-3	3	7
> COc1ccc(NC(=O)C(CC(=O)O)Cc2ccc(Br)cc2)cc1 (stereo unspecified)
→ 7	-9	3.2	-4	10	-2	1	4	-15
> COc1c(Cl)cc(Cl)cc1C(=O)Nc1ccccc1N1CCN(C(C)=O)CC1
→ 16	16	-0.5	-1	2	0	7	7	19
> Cc1ccc(Nc2nnc(SCC(=O)Nc3ncc(C(F)(F)F)cc3Cl)s2)cc1
→ 8	-4	-0.2	-1	-2	1	4	-12	-7
> COc1ccc(NC(=O)NC(c2ccccc2)c2ccccc2)c(OC)c1
→ -17	-2	2.3	-2	31	6	-8	1	2
> Cc1ccc2nsnc2c1NC(=O)COc1ccccc1F
→ 5	7	-0.5	-1	3	-7	-11	-5	-5
> CC(OC(=O)c1cc(S(=O)(=O)N2CCOCC2)ccc1F)C(=O)NC1CCCCC1C (stereo unspecified)
→ -1	9	1.0	-4	14	-11	11	-3	-10
> COc1ccc2c(c1)cc(C(=O)N/N=C/c1c(O)c(C(=O)O)cc3ccccc13)n2C
→ 11	-1	-1.2	-3	7	-8	-21	7	0
> Cc1ccc(C(=O)n2nc(C#N)c(C#N)c2N)cc1
→ 8	-4	1.3	-3	5	-8	7	2	4
> Brc1cnc2ccccc2c1N1CCCCC1
→ -6	9	-1.0	2	21	-5	4	3	3
> Cc1nonc1NC(=O)c1oc2ccc(F)cc2c1C
→ 2	10	6.5	1	42	-5	-30	4	-14

# Structural class, those above with a Cl atom (two)
# Values run as follows: 697 NFkB inh	CCR6 antag	UPR CHOP act	XBP1 UPR activ	Mdm2-MdmX inh	EBI2 antag	Jurkat NFkB inh	CXCR6 inh	Gli-Sufu block
> COc1c(Cl)cc(Cl)cc1C(=O)Nc1ccccc1N1CCN(C(C)=O)CC1
→ 16	16	-0.5	-1	2	0	7	7	19
> Cc1ccc(Nc2nnc(SCC(=O)Nc3ncc(C(F)(F)F)cc3Cl)s2)cc1
→ 8	-4	-0.2	-1	-2	1	4	-12	-7

# Next compounds follow:
# Values run as follows: 697 NFkB inh	CCR6 antag	UPR CHOP act	XBP1 UPR activ	Mdm2-MdmX inh	EBI2 antag	Jurkat NFkB inh	CXCR6 inh	Gli-Sufu block
> CC(C)(C)c1ccc(C(=O)NC(=S)NCc2cccnc2)cc1
→ -23	14	3.4	-1	15	16	2	0	-1
> COC(=O)C(C)(C)ONC(=O)Nc1ccccc1Cl
→ 17	19	1.9	-2	-16	-5	-1	2	-3
> CCOC(=O)c1ccc(COC(=O)CNC(=O)CNC(=O)c2ccc(OC)cc2)o1
→ 15	4	0.4	-1	-10	2	5	1	-7
> COCC(=O)Nc1sc2c(c1C(=O)OC)CCCC2
→ -11	-6	-0.2	1	2	11	-15	-4	6
> CC(=O)CSc1nc(-c2cccs2)c(C#N)c(=O)[nH]1
→ 13	8	-1.5	3	4	4	7	4	-1
> COc1ccc(NC(=O)CC2Nc3ccccc3NC2=O)c([N+](=O)[O-])c1 (stereo unspecified)
→ -3	12	0.6	-1	18	9	4	-4	-1
> Cc1ccc(S(=O)(=O)Nc2ccc(Br)cc2C(NCC(=O)O)c2ccccc2)cc1 (stereo unspecified)
→ 24	1	0.6	-1	-8	-10	5	-2	4
> CCc1ccc(C2C(C#N)=C(N)Oc3cc(N)ccc32)cc1 (stereo unspecified)
→ -5	-5	-0.2	-3	12	5	8	10	0
> O=C(Cc1ccc(Cl)cc1)NN1C(=O)c2ccccc2C1=O
→ -3	5	-0.3	0	-16	-1	2	-8	5
> COc1ccc(N=Cc2sc3ccccc3c2Cl)cc1
→ -31	13	2.1	-1	25	6	-37	-3	.
> N#CC(C#N)=CNc1cccnc1
→ 5	9	2.1	-3	-4	1	3	-1	3
> O=C(Nc1nnc(C2=COCCO2)o1)c1ccc([N+](=O)[O-])s1
→ 5	20	-0.4	2	26	-19	6	16	-11
> CC(Oc1ccc2c3c(c(=O)oc2c1)CCC3)C(=O)NC1CCN(Cc2ccccc2)CC1 (stereo unspecified)
→ 3	7	-0.8	-5	11	2	19	0	27
> NC(=O)COC(=O)CSc1ccc2ccccc2c1
→ -3	-11	-0.7	-1	-20	-3	-1	0	4
> O=C(Nc1c(C(=O)O)oc2ccc(Br)cc12)c1ccccc1
→ -20	6	0.3	0	-11	-6	1	1	-7
> COC(=O)c1sc(NC(=O)c2c(-c3ccccc3)noc2C)nc1C
→ 19	13	2.9	0	3	7	0	5	-1
> CC(C)N(C(=O)[C@H]1C[C@H](CC(=O)NCc2cccc(C(F)(F)F)c2)C(=O)N2CCc3c([nH]c4ccc(Cl)cc34)[C@]12C)C(C)C
→ 32	18	9.0	55*	95*	13	.	-12	1
> Cc1nn(-c2ccccc2)c(Cl)c1/C=N/NC(=O)c1ccccc1NS(=O)(=O)c1cccs1
→ 5	16	-1.2	3	-5	6	9	6	-15
> CCOCCCNC(=O)c1cn(CC(C)C)c(=O)c2cc(OC)c(OC)cc12
→ 7	-5	0.0	3	-9	1	4	-3	5
> O=C(N/N=C/c1cc(Br)cs1)c1ccc2c(c1)OCCO2
→ -162	9	5.3	5	3	16	-12	-1	-92
> Cc1ccc(S(=O)(=O)N2CCOC23CCN(C(=O)c2ccccc2Br)CC3)cc1
→ 9	9	0.9	-4	10	-6	-7	-4	14
> COc1ccccc1NC(=O)Cn1c(=O)oc2ccccc21
→ -6	4	0.1	0	8	13	-15	3	7
> CCOC(=O)CN1C(=O)CCSc2ccc(Cl)cc21
→ 4	-14	0.6	1	11	-14	15	-6	-4
> CC(CCN1CCN(c2ccccc2)CC1)c1ccccc1 (stereo unspecified)
→ -15	7	-0.6	-1	6	0	11	-4	5
> Cn1c(C(=O)OC(C(=O)NC(C)(C)C)c2cccnc2)cc2sccc21 (stereo unspecified)
→ -2	-3	0.6	-5	4	9	5	0	2
> CCCCCC(=O)Nc1ccc(N2CCOCC2)c(S(=O)(=O)Nc2ccc(OC)cc2)c1
→ 18	15	3.3	-3	15	12	20	-2	5
> OCCN1CCN(c2nnc(-c3ccccc3)c3ccccc23)CC1
→ 8	3	0.1	5	9	-9	1	-6	7
> CCCc1cc(C(=O)Nc2ccc(C(=O)c3ccc(C)cc3)cc2)n(C)n1
→ -2	2	1.6	-5	8	25	18	-9	-8
> O=c1ccc2c(-c3ccccc3)c3ccc(O)cc3oc-2c1
→ -4	11	1.5	-1	4	3	13	-1	11
> COc1ccccc1-n1cnnc1SCC(=O)c1ccc[nH]1
→ 15	7	0.3	-1	-13	-9	-11	5	-7
> Cc1cccc([C@@H]2C[C@H]3CN(Cc4cccc(Cl)c4)C(=O)[C@]34CCCN24)n1
→ 9	15	0.6	-1	19	4	-8	-2	16
> CC(=O)c1c(C(C)=O)c(C)n(-c2ccc3ncccc3c2)c1C
→ -39	-8	-3.5	0	20	-2	-5	8	-1
> COc1ccc(NC(=O)C2=CC(c3ccc(OC)cc3)=NS(=O)(=O)N2C)cc1
→ 2	15	1.9	2	25	4	5	4	7
> COc1ccc(/C=C/C(=O)NC2CCS(=O)(=O)C2)cc1 (stereo unspecified)
→ 14	-4	0.3	-3	7	-4	-2	4	-12
> CC1(C)Cc2c(c(N3CCOCC3)nc3sc(C(N)=O)c(N)c23)CO1
→ 14	9	-1.2	-1	18	6	19	0	-1
> O=C(NC12CC3CC(CC(C3)C1)C2)N1CCN(c2ccccc2)CC1
→ 7	-2	1.2	-5	15	0	5	2	12
> Cc1cccc(Nc2cc(C)c3c(O)cccc3n2)c1C
→ -28	1	4.3	14	43	5	-49	-10	-12
> CCc1ccccc1NC(=O)CSc1nnc(-c2ccncc2)o1
→ 21	-7	2.8	-3	17	-6	6	-6	8
> COc1ccc(OCC(=O)NCCc2c[nH]c3ccccc23)cc1
→ 1	19	-1.4	2	7	17	8	-9	-12
> Cc1cc(NC(=O)CN2CCCCCCC2)no1
→ 7	1	-1.2	-3	-3	-7	-5	-1	2
> N#Cc1cnc(NN)nc1
→ 8	-1	0.0	-2	7	-24	8	2	-6
> CCCNC(=O)C1CC(=O)N(c2ccc(OCC(=O)Nc3cc(C)cc(C)c3)cc2)C1 (stereo unspecified)
→ -2	2	2.4	2	-4	-2	2	0	3
> O=C1NC(c2ccncc2)Nc2sc3c(c21)CCCC3 (stereo unspecified)
→ -7	0	2.2	4	19	-4	-3	-7	-13
> O=C(C1=C(O)C(=O)N(Cc2cccnc2)C1c1ccccn1)c1cccs1 (stereo unspecified)
→ -3	5	-0.7	-1	12	-4	-28	7	0
> Nc1no[n+]([O-])c1-c1ccccc1
→ 0	4	-0.9	-1	13	-5	0	4	-6
> COc1ccc(-c2nnc(N)s2)cc1
→ 9	-6	1.9	5	-25	-4	-28	-3	-30
> O=C(c1ccc(Br)o1)N1CCN(c2ccc3nnc(-c4ccccc4)n3n2)CC1
→ -98	9	-2.4	0	58*	-3	-17	-1	27
> COCCNC(=O)C(=O)NCC1OCCN1S(=O)(=O)c1cccs1 (stereo unspecified)
→ -6	6	-0.8	-1	-5	0	-1	-1	10
> Cc1ccc2c(c1)=C(c1sc(N(C)c3ccc(O)cc3)nc1O)C(=O)N=2
→ -2	38	10	0	20	31	-2	20	-3
> CCCN(C(=O)COc1ccc(Cl)cc1Cl)c1c(N)n(Cc2ccccc2)c(=O)[nH]c1=O
→ -12	4	0.8	-2	13	9	1	2	-2
> CC1(c2ccccc2)NC(=O)N(Cc2ccc([N+](=O)[O-])cc2)C1=O (stereo unspecified)
→ -5	17	1.7	0	3	5	10	-2	5
> CC(=O)c1ccc(N2CCN(C(=O)c3ccco3)CC2)c(F)c1
→ -42	-2	2.8	-3	0	-4	-37	6	-30
> N#Cc1c(-c2ccccc2)cc(-c2ccccc2)nc1SCc1nnc(-c2ccccc2)o1
→ -14	15	-0.8	0	19	18	8	4	14
> Cc1nc2sc(C(c3cccc(F)c3)N3CCCCC3)c(O)n2n1 (stereo unspecified)
→ -10	8	-1.2	-4	-5	4	-4	-3	3
> O=C(C1CCCN1S(=O)(=O)c1cccc2nsnc12)N1CCN(c2ccccc2)CC1 (stereo unspecified)
→ 4	2	-0.1	-3	22	-4	2	6	2
> CCN(CC)C(=O)Cn1nnc(-c2ccc(C)o2)n1
→ 6	26	2.7	-3	8	3	6	-7	2
> CN(CC(=O)NCc1ccco1)S(=O)(=O)c1ccc(F)cc1
→ -13	-3	0.6	6	-5	-11	-18	-2	17
> NC(=O)CC(NC(=O)Cc1cccc2ccccc12)c1ccc(NCc2ccccn2)c([N+](=O)[O-])c1 (stereo unspecified)
→ 9	13	5.0	0	33	-1	-11	5	20
